aGal spleen mod – qHTS Assay for Inhibitors and Activators of Human alpha-Galactosidase From Spleen Homogenate; Alpha-galactosidase A (Homo sapiens), P06280; human spleen homogenate, 4MU-alpha-Gal fluorescence, 40 min; Potency, µM (doses to about 80 µM), for the others: at the highest dose activity change, negative = inhibition, most hits filed as inhibitors; hit rate 0.008% among 240,000; AID 2107, 2009;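 note: potency is the fitted concentration of half-maximal effect; 0% = enzyme with vehicle and -100% = no enzyme basal signal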
Target sequence (P06280 32-429 limits assumed): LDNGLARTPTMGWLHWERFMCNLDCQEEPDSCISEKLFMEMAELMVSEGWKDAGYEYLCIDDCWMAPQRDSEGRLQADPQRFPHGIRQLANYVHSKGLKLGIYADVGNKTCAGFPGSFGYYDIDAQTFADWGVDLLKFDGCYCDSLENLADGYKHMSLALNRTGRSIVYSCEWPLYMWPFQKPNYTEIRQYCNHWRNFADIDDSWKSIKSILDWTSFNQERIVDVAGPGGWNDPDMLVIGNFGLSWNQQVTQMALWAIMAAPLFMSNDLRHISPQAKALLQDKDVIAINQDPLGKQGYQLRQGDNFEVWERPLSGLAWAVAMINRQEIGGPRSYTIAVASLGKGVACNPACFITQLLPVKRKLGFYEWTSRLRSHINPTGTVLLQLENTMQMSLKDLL
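Human spleen homogenate (1 ug) was the enzyme source, with 4-methylumbelliferyl-alpha-D-galactopyranoside (1 mM final) in pH 5.0 citrate buffer with 0.01% Tween-20. Compounds were titrated; after 40 min at 37C, NaOH/glycine stop, 4-MU fluorescence read; AC50 from Hill fits.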
KinaseGlo FLuc – Counterscreen for Luciferase (Kinase-Glo TM) Inhibition; Luciferin 4-monooxygenase (Photuris pensylvanica), Q27757; Kinase-Glo luciferase, ATP luminescence, 8 min; Potency, µM (highest dose often 38.3 µM), for inactives: top-dose activity change, negative = inhibition, usual class: inhibitors; hit rate 0.28% among 200,000; AID 1379, 2008; note: potency is the fitted concentration of half-maximal effect; % is set by controls: 0 for no effect and ±100 for the full control effect; nearly all actives have a fitted effect of over 60% in size
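Substrate mix (final 50 mM imidazole pH 7.2, 50 mM KCl, 7 mM MgCl2, 10 uM ATP, 0.01% Tween 20, 0.05% BSA) plus pin-tool compound, then Kinase-Glo detection mix; 8 min ambient, luminescence read.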
Lamin A splicing – qHTS Assay for Modulators of Lamin A Splicing; Potency, µM (titrated, usually from 46.1 µM), inactives show at the highest dose ratio change, negative = inhibition, usual class: inhibitors; HeLa LMNA splicing GFP/RFP minigene ratio, 48 h; AID 1487, 2009; hit rate 0.01% among 200,000; active = well fitted inhibition curve with a large enough effect in the signal ratio, with a control signal flat, not every such curve was filed as active; inconclusive = small, poorly fitted or top-dose-only effect, or effect the other way, or a change in a side signal; the % refers to the signal ratio; note: potency is the fitted concentration of half-maximal effect; % is set by controls: 0 for no effect and ±100 for the full control effect
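Read-out is the ratio of GFP to DsRed2 object intensity, acquired by 488 nm laser-scanning cytometry on HeLa lamin A-EGFP minigene reporter cells. Compound incubation 48 hrs at 37 °C in Opti-MEM with 2% FBS; DMSO 0.5% final.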
CBFb RUNX1 block – qHTS Assay for Compounds Blocking the Interaction Between CBF-beta and RUNX1 for the Treatment of Acute Myeloid Leukemia; Runt-related transcription factor 1 (Homo sapiens) + Core-binding factor subunit beta …; AlphaScreen CBFb-His/RUNX1-biotin binding, biochemical; Potency, µM (titrated, usually from 59.8 µM), for the others: at the top dose activity, negative = inhibition, hits mostly inhibitors; 230,000 tested, under 10 active; AID 1477, 2009; note: % of control where 0% means no effect
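His-tagged CBF-beta and biotinylated RUNX1 (30 nM each) were premixed 20 min at room temperature, exposed to compound for 15 min, then given nickel-chelate and streptavidin AlphaScreen beads (50 ng each). After 90 min, AlphaScreen signal was read.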
NPSR antag – qHTS Assay for Antagonists of the Neuropeptide S Receptor: cAMP Signal Transduction; Q6W5P4; CHO-NPSR cells, cAMP TR-FRET, antagonist mode; Potency, µM (doses to about 38.3 µM), without a hit: at the top dose activity change, negative = inhibition, most hits filed as inhibitors; hit rate 1% among 220,000; AID 1461, 2008; note: potency is the fitted concentration of half-maximal effect; % is set by controls: 0 for no effect and ±100 for the full control effect; nearly all actives have a fitted effect of over 50% in size; many of its hits are not listed in these tables
Target sequence (Q6W5P4 whole entry, looked up): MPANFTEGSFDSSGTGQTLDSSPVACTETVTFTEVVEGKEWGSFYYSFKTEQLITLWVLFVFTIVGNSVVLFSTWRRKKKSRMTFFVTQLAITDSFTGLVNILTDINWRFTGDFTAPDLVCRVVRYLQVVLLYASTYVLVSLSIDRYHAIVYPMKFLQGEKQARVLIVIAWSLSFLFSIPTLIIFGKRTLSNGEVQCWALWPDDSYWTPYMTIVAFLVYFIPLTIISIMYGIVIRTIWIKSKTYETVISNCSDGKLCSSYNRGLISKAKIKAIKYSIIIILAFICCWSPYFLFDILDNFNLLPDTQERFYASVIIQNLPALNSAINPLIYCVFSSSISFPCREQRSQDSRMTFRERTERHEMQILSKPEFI
Epigenetic reg – Quantitative High-Throughput Screen for Regulators of Epigenetic Control | hit rate 0.2% among 280,000 | murine LDR cells, GFP reporter derepression, 30 h | Potency, µM (doses to about 53.9 µM), for inactives: at the top dose GFP activation, actives largely listed as activators; note: potency is the fitted concentration of half-maximal effect; % of control where 0% means no effect; nearly all actives have a fitted effect of over 60% in size
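In this reporter-derepression format, murine cells bearing a silenced integrated CMV-GFP locus incubate with test compound (30 h, 37 C), then are washed and imaged; fluorescent objects of 20–120 um count as induced cells.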
IMPase Li inh – qHTS Assay for Identifying the Cell-Membrane Permeable IMPase Inhibitors: Potentiation with Lithium | hit rate 0.35% among 210,000 | Potency, µM (series often up to 59.4 µM), for the others: top-dose activity, negative = IMPase inhibition, most hits filed as inhibitors | CHO-M1 cells, IP1 TR-FRET (IP-One), carbachol + lithium;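 note: IP1 builds up when IMPase is blocked and the TR-FRET signal falls; potency is the fitted concentration of half-maximal effect; plate controls were basal vehicle for no effect and high inhibitor control for full effect; nearly all actives have a fitted effect of over 50% in size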
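Steps: plate 2000 CHO-M1 cells per well and culture 16–30 h; add compound and lithium; incubate 30 min, 37C; add d2-IP1 tracer and Eu cryptate anti-IP1 antibody in lysis buffer; read after 10 min at room temperature.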
Active calls of the source: *; ? = inconclusive; . = no result given; & = joins results of further samples; [ ] = dose if it differs, or a comment. Unless noted, calls come from the whole dose curve; as a rule, active = well fitted curve in the direction sought with a large enough effect; inconclusive = small, poorly fitted or top-dose-only effect, or another doubt; inactive = no such curve, though single readings can be large; an effect the other way counts as inactive or inconclusive.

compound	IMPase Li inh	Epigenetic reg	KinaseGlo FLuc	Lamin A splicing	CBFb RUNX1 block	NPSR antag	aGal spleen mod
Cc1ccc(-c2nc(CS(=O)CC(=O)N3CCC4(CC3)OCCO4)c(C)o2)cc1 (stereo not given)	1%[38.3 µM]	-9.5%	0%	-17%	8%	2%[46.1 µM]	3%
CCN(CC)c1ccc(N=Cc2c(O)n(-c3ccccc3)c(=O)[nH]c2=O)cc1	.	-1.4%	.	.	-3%	-17%	18%
COc1ccc(CN2CCN(c3ccccc3F)CC2)cc1O	13%[38.3 µM]	-1.0%	-4%	-3%	-4%	-8%[46.1 µM]	10%
CCOC(=O)C1=C(N)OC2=C(C(=O)CCC2)[C@]12C(=O)N(CC(N)=O)c1ccccc12	.	-1.4%	.	.	2%	1%[7.67 µM]	-2%
CCN(CC)C(=O)c1ccc2c(c1)C1C(Cl)C(Sc3ccccc3[N+](=O)[O-])CC1C(C(=O)O)N2 (stereo not given)	.	-0.3%	.	.	.	?	-1%
Cc1ccc(C(c2nnnn2Cc2ccccc2)N2CC=C(c3ccc(F)cc3)CC2)cc1 (stereo not given)	12%[38.3 µM]	?	0%	6%	0%	-20%[46.1 µM]	1%
COc1cc(OC)c(C=O)c(OC(=O)N(C)C)c1	-2%	0.1%	4%	-7%[46 µM]	2%	10%	-2%
CCN1C[C@]2(C)CC[C@H](OC)[C@]34C5C[C@@H]6CC[C@@](O)(C5C(=O)O6)C(C13)[C@@H](OC(=O)c1ccccc1)C24	2%	-0.3%	-2%	.	6%	.	6%
N#CC(C#N)=C(N)c1cccnc1	3%	-1.3%	0%	2%[46 µM]	-2%	16%	-18%
COc1cc(C[C@@H](C)N)c(OC)cc1I	18%	?	-11%	-19%	9%&19%	-6%[46.1 µM]	14%&2%
O=C(Nc1nccs1)c1c(O)c2c(n(Cc3ccco3)c1=O)CCCC2	.	-1.1%	.	.	3%	?	-2%
COCCOC(=O)c1c(N)n(Cc2ccc(OC)cc2)c2nc3ccccc3nc12	20%[38.3 µM]	-1.9%	1%	-3%	19%	?	?
O=C(Cn1cnc2sc3c(c2c1=O)CCCC3)NCCC(=O)N1CCC2(CC1)OCCO2	-1%[38.3 µM]	-1.1%	-1%	-9%	-2%	-3%[46.1 µM]	0%
Cc1nn(Cc2ccccc2)c(C)c1C(=O)OCC(=O)Nc1cc(S(C)(=O)=O)ccc1Cl	6%	-2.3%	-1%	.	13%	-22%	-2%
Cc1cccc(N2C(=O)NC(=O)C3(Cc4cc(C)ccc4N(C)C3)C2=O)c1 (stereo not given)	.	-4.8%	.	-6%	1%	-2%[46.1 µM]	-6%
Cc1ccc(N2C(=O)NC(=O)/C(=C\c3cccn3C(C)(C)C)C2=O)cc1	5%	-1.9%	-1%	11%[46 µM]	-5%	-23%	-4%
COC(=O)c1ccc(N2C(=O)CC(N3CCC(O)(c4ccc(Br)cc4)CC3)C2=O)cc1 (stereo not given)	37%[activator][38.3 µM]	3.7%	-3%	18%	3%	-1%[46.1 µM]	2%
C/C(=N/OC(=O)N(C)C)c1ncc(C(F)(F)F)cc1N1CCOCC1	24%[38.3 µM]	-0.8%	0%	2%	11%	4%[46.1 µM]	-2%
CCCn1c(C(=O)c2ccc(OC)cc2)nc2ccccc21	12%	0.9%	0%	?	22%	27%	8%
CCN(CC)CCOC(=O)c1ccc(N=Cc2c(O)[nH]c(=O)[nH]c2=O)cc1	10%[38.3 µM]	-1.1%	-6%	-1%	0%	0%[46.1 µM]	15%
O=c1[nH]c(O)c(C=NC2CCCCC2)c(=O)[nH]1	.	-0.4%	.	.	2%	-3%[7.67 µM]	-3%
CC(C)CN1CC[C@@]2(CCCN(C(=O)Oc3ccccc3)C2)C1	5%	.	-3%	.	.	.	2%
C=CCn1c(O)c(C(C)=Nc2ccc(N(CC)CC)cc2)c(=O)[nH]c1=O	38%[activator][38.3 µM]	-13%	-1%	?	4%	-15%[46.1 µM]	-16%
CCN(CC)CCCN=Cc1c(O)n(-c2ccccc2F)c(=O)[nH]c1=O	12%[38.3 µM]	2.4%	2%	4%	3%	16%[46.1 µM]	-5%
CC1Cc2c(cnc3c2CN(C)CC3)CO1 (stereo not given)	.	0.0%[10.1 µM]	.	.	7%[13.1 µM]	.	-13%[17.5 µM]
CC1(C)C(O)CC(O)[C@]2(C)C1CC(=O)[C@]1(C)C2CC[C@@]2(C)C(c3ccoc3)OC(=O)C3OC321 (stereo not given in full)	1%	-1.3%	-3%	.	-8%	.	-20%
CC(NC1CCCCC1)C(O)C12CC3CC(CC(C3)C1)C2 (stereo not given)	25%[38.3 µM]	0.0%	1%	-4%	2%	-2%[46.1 µM]	2%
Clc1ccc2c(c1)C(c1ccccc1Cl)=NCc1nncn1-2	-2%	-3.6%	-3%	-4%	12%	2%[46.1 µM]	0%
CC(C)n1c(=O)c(C=Nc2ccc(Cl)cc2)c(O)n(Cc2ccco2)c1=O	6%	1.0%	-2%	7%	14%	-32%	5%
CN(C)C1(CNC(=O)c2ccc(Cl)c(S(=O)(=O)NCc3ccco3)c2)CCCCC1	26%[38.3 µM]	7.8%	-6%	5%	7%	-6%[46.1 µM]	3%

Following part:
compound	IMPase Li inh	Epigenetic reg	KinaseGlo FLuc	Lamin A splicing	CBFb RUNX1 block	NPSR antag	aGal spleen mod
O=C(CCC(=O)N1CCC2(CC1)OCCO2)Nc1nnc(C(F)(F)F)s1	-1%[38.3 µM]	-0.7%	2%	1%	6%	-13%[46.1 µM]	2%
Clc1ccc(C2=CCC[C@H]3CC[C@@H]2N3)cn1	13%	2.8%	0%	.	-7%[21.7 µM]	.	11%
O=C(Nc1cccc(Cl)c1)c1c(O)c2c(n(Cc3ccco3)c1=O)CCCC2	-12%[38.3 µM]	-2.0%	8%	-12%	1%	-28%[7.67 µM]	5%
COc1ccc(N2C(=O)CC(=O)NC2=O)cc1	7%[38.3 µM]	3.5%	2%	-9%	10%	23%[46.1 µM]	2%
Cc1ccccc1-n1c(O)c(/C=N/N2CCCCC2c2cccnc2)c(=O)[nH]c1=O (stereo not given)	1%	-1.0%	-1%	?	1%	13%	-14%
CN1C(=O)N(C)C(=O)C(CCc2ccncc2)(Cc2ccc3c(c2)OCO3)C1=O	-8%[38.3 µM]	-1.0%	-2%	13%	-1%	-8%[46.1 µM]	-6%
Cc1ccc(CN2C3CCCC2CC(NC(=S)NCc2ccccc2)C3)cc1 (stereo not given)	20%	1.3%	.	.	10%	?	9%
COc1ccc(/C=C/C2=CCN(C)CC2)cc1	26%	-1.4%	-2%	-14%[46 µM]	3%	-4%	-1%
CC(C)Nc1nc(Cl)nc(NC(C)C)n1	6%&-8%	0.8%&2.0%	-3%&-1%	3%&-4%	4%	25%	2%&-18%
O=C(NCc1ccc(C(=O)N2CCC3(CC2)OCCO3)cc1)c1cccc(Br)c1	2%[38.3 µM]	-0.4%	-3%	16%	4%	-5%[46.1 µM]	3%
Cc1ccc(N2C(=O)NC(=O)/C(=C/c3cnc(-c4ccccc4)nc3)C2=O)cc1C	1%	0.2%	0%	?	-6%	-47%	9%
COc1ccc(N2C(=O)NC(=O)/C(=C/c3ccc4c(c3)Cc3ccccc3-4)C2=O)cc1	-14%	5.6%	0%	.	-2%	-12%	3%
CCCCOCCCn1c(N)c(C(=O)OC(C)COC)c2nc3ccccc3nc21 (stereo not given)	-9%	1.0%	2%	-5%	7%	15%[46.1 µM]	-1%
CCOc1ccc(Cl)cc1CNCCc1ccccc1F	.	-4.2%	.	.	11%	-25%	3%
OCC12COC3c4ccccc4C(OC1)N32 (stereo not given)	21%[38.3 µM]	0.0%	0%	8%	1%	-6%[46.1 µM]	-7%
CCC1(c2ccc(N)cc2)CCC(=O)NC1=O (stereo not given)	2%&-2%	?	-1%&0%	-26%	-8%&6%	-29%[46.1 µM]	10%&-1%
O=C(N/N=C/c1c(O)n(CCC2=CCCCC2)c(=O)[nH]c1=O)c1ccccc1	-9%	0.0%	1%	?	-25%	-5%[46.1 µM]	-4%
Cn1c(O)c(C(=Nc2ccc(F)cc2)c2ccccc2Cl)c(=O)n(C)c1=O	.	2.1%	.	.	7%	31%	-12%
CC1CC2(O)c3no[n+]([O-])c3CCC2N1O (stereo not given)	5%[38.3 µM]	-1.1%	3%	2%	9%	-6%[46.1 µM]	0%
O=C(c1ccccc1)c1ccccc1N=Cc1c(O)[nH]c(=O)[nH]c1=O	2%	-3.7%	6%	.	8%	6%	-1%
NC(=O)COc1c(F)cc(SCCNS(=O)(=O)c2ccccc2)cc1F	20%	0.2%	-1%	?	2%&1%	20%[46.1 µM]	10%&11%
Cc1ccc(S(=O)(=O)N2CCC(=O)N(CCOC(=O)Nc3cccc(Cl)c3)CC2)cc1	20%	0.1%	3%	?	7%	-18%	-10%
Brc1ccc(C2N3CCCN23)cc1 (stereo not given)	0%	-0.9%	1%	0%	7%	11%	-1%
CN1CCC(N(C)c2nc(-c3ccc([N+](=O)[O-])cc3)nc3ccccc23)CC1	14%	-0.9%	8%	?	-1%	?	-1%
C=CCOC(=O)COc1cc(C)cc2oc(=O)c3c(c12)CCC3	11%[38.3 µM]	6.8%	13%	4%	18%	?	0%
O=c1[nH]c(=O)n(-c2cccc3ccccc23)c(O)c1/C=N/N1CCCCCC1	.	-0.7%	.	.	7%	-21%	-13%

Screening data as filed in PubChem.

Only part of the results is shown; the hit share may differ from the screen's.
